MmCpn inh: Inhibitors of TCP-1 ring complex (TRiC) of Methanococcus maripaludis (MmCpn): qHTS; Chaperonin Mm-Cpn (Methanococcus maripaludis); purified Mm-Cpn ATPase, ADP Transcreener TR-FRET; Potency, µM (series often up to 76.9 µM), without a hit: at the highest dose activity, negative = inhibition, hits mostly inhibitors; 330,000 compounds, 0.031% hits; AID 504842, 2011; further: potency means the concentration at half of the fitted maximal effect; on the % scale 0 is the no-effect control and ±100 the full control effect; nearly all actives have a fitted effect of over 80% in size
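Reaction buffer contained 30 mM Tris pH 7.4, 100 mM KCl, 5 mM MgCl2 and 1 mM DTT. Mm-CPN (25 nM final) hydrolysed 10 uM ATP over 30 min at 37°C; ADP was read by HTRF.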
A549 viability: Nrf2 qHTS screen for inhibitors: counterscreen for cytotoxicity; 390,000 compounds, 0.16% hits; Potency, µM (series often up to 46 µM), for inactives: at the highest dose activity change, negative = cytotoxicity, most hits filed as inhibitors; A549 ARE-Fluc cells, CellTiter-Fluor viability, 18-24 h; further: potency means the concentration at half of the fitted maximal effect; on the % scale 0 is the no-effect control and ±100 the full control effect
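A549 ARE-Fluc cells in 5% FBS OPTI-MEM, 5000 cells/well, rested 2 h then exposed to compounds in concentration-response for 18-24 h at 37 °C. Viability by CellTiter-Fluor fluorescence (Ex 405/Em 525) after 30 min; luciferase luminescence (BugLite, 15 min, RT) read afterwards.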
S2 tox: Viability Counterscreen for Primary qHTS for Inhibitors of ATXN expression | S2 cells (HEK-293 line with an ATXN2-luciferase reporter) viability, CellTiter-Fluor protease fluorescence, 24 h | Potency, µM (highest dose often 56.7 µM), most hits filed as cytotoxic | 400,000 compounds, 0.49% hits; further: potency means the concentration at half of the fitted maximal effect; nearly all actives have a fitted effect of over 40% in size
Nrf2 block: Nrf2 qHTS screen for inhibitors; AID 504444, 2011; A549 ARE-Fluc reporter, luciferase luminescence, 18-24 h; 360,000 compounds, 2.1% hits; Potency, µM (highest dose often 46 µM), without a hit: at the highest dose activity change, negative = inhibition, hits mostly inhibitors; further: potency means the concentration at half of the fitted maximal effect; on the % scale 0 is the no-effect control and ±100 the full control effect; nearly all actives have a fitted effect of over 60% in size
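A549 ARE_Fluc cells, 5000/well, 5% FBS OPTI-MEM; compounds in dose-response, 18-24 h at 37 °C/5% CO2; CellTiter-Fluor viability read (Ex 405/Em 525), then BugLite luciferase luminescence = Nrf2 activity.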
CCT chaperon mod: High-Throughput Screening for Modulators of Cytosolic Chaperonin Activity | activity change, % (no concentration beside the values), hits read low | 360,000 compounds, 0.3% hits | purified chaperonin ATPase assay, HTRF ADP detection, 30 min; in the data active means activity change below about -30%; further: on the % scale 0 is the no-effect control and ±100 the full control effect
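ATPase activity: ADP formed was measured by HTRF Transcreener (665/615 nm ratio) after 30 min at 37 deg C with 10 uM ATP. Compounds screened at one 76 uM concentration against 40 or 20 nM TRiC in Tris pH 7.4/KCl/MgCl2/DTT buffer.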
Akt phos inh: HTS Assay for Inhibitors of Akt Phophorylation: Primary Screen | activity change, % for hits at 50 µM | Neuro2A IGF-stimulated pAkt S473 HTRF, 20 min; hits give low values | 360,000 compounds, 0.32% hits; in the data active means activity change below about -80%; inconclusive means mostly about -51% to -80%; further: on the % scale 0 is the no-effect control and ±100 the full control effect
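Neuro2A cells (4,500/well, DMEM with 0.5% FBS) were treated with compound at a single 50 µM final concentration, stimulated with 6 nM IGF for 20 min at 37 °C, and lysed. Phospho-Akt Ser473 was read by HTRF as 665/615 ratio ×10^4.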
HepG2 viability: qHTS for Inhibitors of TGF-b: Cytotox Counterscreen; HepG2 CAGA-GFP viability, ATP luminescence, 18 h; Potency, µM (top dose mostly 46.1 µM), inactives show top-dose activity change, negative = cytotoxicity, usual class: cytotoxic; 410,000 compounds, 0.76% hits; further: potency means the concentration at half of the fitted maximal effect; some results filed as inactive show a strong effect at the top dose
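CellTiter-Glo luminescence gave cytotoxicity after 18 hours at 37 degrees C. The cells were HepG2 CAGA-GFP in 1% FBS DMEM, stimulated with 500 pg/mL TGF-beta after compound addition. %Activity was normalised to no-cell wells (complete cell-killing) and DMSO (no toxicity), and curves were fitted and classified.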
TGFb SMAD3 inh: qHTS for Inhibitors of TGF-b; Potency, µM (highest dose often 46.1 µM), without a hit: top-dose activity, negative = inhibition, usual class: inhibitors; 410,000 compounds, 1.2% hits; HepG2 CAGA-GFP TGF-b/SMAD3 reporter, GFP fluorescence, 18 h; TGF-beta stimulated, 500 pg/mL final; further: potency means the concentration at half of the fitted maximal effect; on the % scale 0 is the no-effect control and ±100 the full control effect; nearly all actives have a fitted effect of over 65% in size
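GFP signal (ex488/em500-530) from TGF-beta-stimulated HEPG2 CAGA-GFP cells, 500 pg/mL final, 18 h at 37 degrees C in DMEM plus 1% FBS, normalized to unstimulated and DMSO-stimulated controls.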
Nrf2 activator: qHTS of Nrf2 Activators; AREc32 ARE-luciferase reporter (MCF7-derived line), luminescence, 24 h; Potency, µM (titrated, usually from 46.1 µM), for inactives: at the highest dose activation, usual class: activators; 410,000 compounds, 0.31% hits; AID 624171, 2012; further: potency means the concentration at half of the fitted maximal effect; % of control where 0% means no effect; nearly all actives have a fitted effect of over 65% in size
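ARE-driven firefly luciferase activity in AREc32 cells measured after a 24 hr compound exposure at 37 deg C, using Steady-Glo reagent and a 30 min room-temperature hold.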
Starred values were filed as active, the others as inactive; i = inactive; ? = inconclusive; . = not tested or not shown; [ ] = another dose, or the depositor's remark. Unless noted, the call rests on the fitted dose curve; in most records, active means well fitted curve in the direction sought with a large enough effect; inconclusive means small, poorly fitted or top-dose-only effect, or another doubt; inactive means no such curve, though single readings can be large; an effect the other way counts as inactive or inconclusive.

Start of the listing, in advance (two entries):
Second line of a record: MmCpn inh	A549 viability	S2 tox	Nrf2 block	CCT chaperon mod	Akt phos inh	HepG2 viability	TGFb SMAD3 inh	Nrf2 activator
COC(=O)c1ccc(Sc2nnnn2-c2ccccc2)c([N+](=O)[O-])c1
  1%	-20%	i	?	-2.0	i	-15%	-7%	?
CN(C)C(=O)c1cccc(-c2cnc3c(NC=O)cc(-c4ccccc4F)cn23)c1
  .	.	i	.	1.9	i	-6%	?	13%

The whole of this part, from the first entry:
Second line of a record: MmCpn inh	A549 viability	S2 tox	Nrf2 block	CCT chaperon mod	Akt phos inh	HepG2 viability	TGFb SMAD3 inh	Nrf2 activator
COC(=O)c1ccc(Sc2nnnn2-c2ccccc2)c([N+](=O)[O-])c1
  1%	-20%	i	?	-2.0	i	-15%	-7%	?
CN(C)C(=O)c1cccc(-c2cnc3c(NC=O)cc(-c4ccccc4F)cn23)c1
  .	.	i	.	1.9	i	-6%	?	13%
CCC(C)NC(=O)C1c2ccccc2C(=O)N1Cc1ccc(OC)cc1OC (stereo unspecified)
  0%	-12%	i	18%	0.4	i	-2%	-10%	-0.2%
COc1ccc2[nH]c(=O)c(CN(Cc3cccnc3)Cc3nnnn3CC3CCCO3)cc2c1 (stereo unspecified)
  1%	-7%	i	12%	-0.4	i	5%	2%	-0.7%
NNC(=O)c1ccc(COCC(F)(F)C(F)F)cc1
  2%	-4%	?	28%	1.7	i	-47%	8%	0.2%
C[C@@H]1CN([C@@H](C)CO)C(=O)CCCn2nncc2CO[C@@H]1CN(C)C(=O)C1CCCCC1
  .	.	i	.	0.4	i	-21%	16%	0.1%
OC(c1ccccc1)c1ccccc1CN1CCCNC1=S (stereo unspecified)
  .	.	i	.	-0.7	i	0%	8%	-0.8%
CCCCc1cc(=O)oc2cc(OCC(=O)N3C[C@H]4C[C@@H](C3)c3cccc(=O)n3C4)ccc12
  1%	5%	i	?	1.1	i	-5%	6%	2.4%
COc1ccc(-c2cc(C(F)(F)F)n3nc(C(=O)Nc4cc(C)ccc4C)cc3n2)cc1
  .	5%	i	6%	.	.	7%	-3%	-0.1%
COc1nc(Nc2ccc(C(C)=O)cc2)nc(OC)n1
  -3%	-1%	i	12%	-4.3	i	-11%	16%	4.3%
CCN(CC)S(=O)(=O)c1cccc(C(=O)N/N=C/c2c(C)nn(-c3ccccc3)c2Cl)c1
  1%	-1%	?	1%	-0.8	i	8%	1%	-0.5%
CC(Sc1cccc[n+]1[O-])C(=O)Nc1cccc([N+](=O)[O-])c1 (stereo unspecified)
  ?	4%	i	-12%	-28	i	-45%	-23%	2.6%
N#Cc1cccc(NC(=O)CSc2n[nH]c(=O)[nH]c2=O)c1
  -11%	12%	i	4%	-1.1	i	-10%	-8%	-0.7%
CC(C)(C)n1nc2c(c1NC(=O)c1cccc(Cl)c1)CS(=O)(=O)C2
  -1%	5%	i	7%	-1.8	i	-3%	?	-0.5%
COc1cc(CCN2C(=O)c3cccc4cccc(c34)C2=O)c(S(=O)(=O)N2CCCCCC2)cc1OC
  -1%	-13%	?	?	-3.8	i	-14%	-6%	?

Other records
Second line of a record: MmCpn inh	A549 viability	S2 tox	Nrf2 block	CCT chaperon mod	Akt phos inh	HepG2 viability	TGFb SMAD3 inh	Nrf2 activator
O=C(Cn1cnc2c(NCc3ccccc3)ncnc21)NCc1ccccc1
  -3%	0%	i	18%	0.2	i	4%	-17%	-0.4%
CC1S/C(=N/N=C/c2cccs2)NC1=O (stereo unspecified)
  -1%	0%	i	29%	-0.6	i	-1%	-17%	27%
CCN(C(=O)CSc1nnc(NCc2ccccc2)s1)C1CCS(=O)(=O)C1 (stereo unspecified)
  0%	1%	i	11%	2.6	i	7%	5%	-0.4%
CCCc1cc(=O)[nH]c(-n2[nH]c3c(c2=O)CCCC3)n1
  0%	4%	i	-3%	2.8	i	-31%	28%	0.6%
CCOc1ncccc1C(=O)OCC(=O)Nc1cc(S(=O)(=O)N2CCOCC2)ccc1Cl
  1%	0%	i	21%	2.5	i	5%	10%	4.5%
CCCC(=O)Nc1sc2c(c1C#N)CC(C)(C)NC2(C)C
  -1%	5%	i	8%	1.9	i	-6%	4%	0.1%
COc1cccc(C(=O)COc2cccc(NC(=O)c3cccc([N+](=O)[O-])c3)c2)c1
  -1%	-18%	?	18µM*	-1.3	i	-23%	-9%	0.4%
COC(=O)Cn1c(=O)c2cccn2c2ccc(F)cc21
  .	-3%	i	13%	.	.	3%	25%	-0.3%
Cc1nn(C(C)(C)C)c(OC(=O)c2ccc(Br)o2)c1Sc1ccccc1
  1%	-20%	i	?	0.4	i	-12%	13%	0.1%
CSCCC(NC(=O)c1ccco1)C(=O)Nc1ccc(C)c(S(=O)(=O)N2CCOCC2)c1 (stereo unspecified)
  2%	2%	i	-10%	-2.2	i	-11%	-20%	0.0%
COc1ccccc1CC(=O)Nc1ccon1
  -1%	1%	i	1%	-2.1	i	-6%	1%	-0.5%
COc1ccc(Cn2ccn(Cc3cccc(C)c3)c(=O)c2=O)cc1
  .	-5%	.	17%	.	.	-31%	-11%	-0.2%
COc1ccc(CN(CC2CCCO2)C(=O)c2cc3sccc3n2C)c(OC)c1 (stereo unspecified)
  -1%	-8%	i	?	1.0	i	-26%	1%	-0.2%
COc1cccc(C2/C(=C(/O)c3ccc4c(c3)CC(C)O4)C(=O)C(=O)N2CCCn2ccnc2)c1 (stereo unspecified)
  -2%	-1%	i	13%	-1.0	i	-16%	-5%	0.1%
Cc1cccc(OCCN2C(=O)C(=O)c3cc(C)ccc32)c1
  -2%	3%	?	8%	0.2	i	-4%	?	5.7%

Next results.
Second line of a record: MmCpn inh	A549 viability	S2 tox	Nrf2 block	CCT chaperon mod	Akt phos inh	HepG2 viability	TGFb SMAD3 inh	Nrf2 activator
COc1ccc(-c2nc3c4ccccc4ccn3c2Cc2ccccc2C(F)(F)F)cc1OC
  .	.	i	.	-0.6	i	-26%	?	5.4%
Cc1ccccc1NC(=O)c1sc2nc3n(c(=O)c2c1C)CCC3
  .	7%	.	14%	.	.	-22%	-28%	0.3%
O=C(OCC(=O)N1CCCc2ccccc21)c1cccc(S(=O)(=O)N2CCc3ccccc32)c1
  0%	11%	i	2%	0.5	i	13%	-4%	0.0%
Cc1ccc(S(=O)(=O)NCC(=O)N(CC(=O)NCc2ccc(F)cc2)CC2CCCO2)cc1 (stereo unspecified)
  1%	1%	i	-8%	1.0	i	-6%	-36%	-0.1%
Cc1cc(C)nc(Nc2ccc(N3CCCC3)cc2)n1
  -3%	.	i	10%	-1.2	i	-11%	?	3.4%
Clc1ccc(C2=Nn3c(nnc3-c3cccs3)SC2)cc1
  -5%	9%	i	7%	3.3	i	-7%	21%	2.6%
CN(C)C=NC(=O)c1[nH]c2ccc(Cl)cc2c1-c1ccccc1
  0%	-7%	i	?	-1.3	i	-57%	?	0.2%
Cc1ccccc1NS(=O)(=O)c1cc(C(=O)N2CCc3ccccc3C2)ccc1C
  1%	-10%	?	6%	-1.0	i	-9%	?	-0.6%
COc1ccccc1C1OC2=C(Nc3ccc([N+](=O)[O-])cc3N2)C1=O (stereo unspecified)
  3%	5%	i	-21%	1.0	i	0%	-25%	10%
COC(=O)c1ccc(NC(=O)CN2CCCN(Cc3ccc(Cl)cc3)S2(=O)=O)cc1
  .	0%	i	.	.	.	-18%	?	-0.7%
Cc1ccc(N(CC(=O)NCc2ccccc2)C(=O)c2csnn2)cc1
  0%	6%	i	3%	-4.2	i	0%	-2%	1.8%
Cc1ccc(NC(=O)CCC(=O)c2cccs2)nc1
  -7%	-3%	i	?	0.8	i	7%	2%	4.0%
O=C1/C(=C\Nc2ccc(OC(F)(F)F)cc2)CCN1c1ncccn1
  -2%	-5%	i	.	1.0	i	0%	-1%	2.8%
Cc1cc(/C=N/n2cnnc2)c(C)n1-c1ccc2ncccc2c1
  .	3%	i	?	-1.3	i	4%	0%	-0.2%
O=C(/C=C/c1ccc(O)cc1)c1ccc(O)cc1O
  -3%	-13%	?	-12%	-0.5	i	-48%	?	?

Next section
Second line of a record: MmCpn inh	A549 viability	S2 tox	Nrf2 block	CCT chaperon mod	Akt phos inh	HepG2 viability	TGFb SMAD3 inh	Nrf2 activator
CCSc1nnc2n(-c3ccc(OC)cc3)c(=O)c3c4c(sc3n12)CCCC4
  -2%	6%	i	6%	-0.2	i	0%	?	0.1%
O=C(O)c1cccc(CN2C(=O)CSC2=O)c1
  0%	0%	i	-2%	0.6	i	-6%	12%	-0.1%
O=C(Nc1scc(-c2ccccc2)c1C(=O)O)c1ccccc1F
  -1%	-2%	i	-5%	-0.9	i	-5%	10%	-0.4%[9.22 µM]
O=C(CNC(=O)c1ccco1)N=Nc1c(O)[nH]c2ccc(Br)cc12
  0%	1%	i	1%	-2.1	i	-17%	-13%	11%
CCOC(=O)C1=NN(C(=O)Nc2cccc(C(F)(F)F)c2)C2C(=O)N(c3cccc(C(F)(F)F)c3)C(=O)C12 (stereo unspecified)
  3%	5%	i	-8%	-1.9	i	-2%	-27%	2.2%
CC(C)CN(C(=O)c1ccc(=O)n(C)n1)c1nc2ccccc2s1
  0%	-13%	i	-19%	0.4	i	-30%	1%	5.6%
CCCCn1c(=N)c(S(=O)(=O)c2ccc(Cl)cc2)cc2c(=O)n3cccc(C)c3nc21
  .	5%	?	11%	.	.	0%	-2%	-1.1%
COc1ccc(-c2cn(-c3ccc(C)cc3)c(=O)n2CC(=O)Nc2ccc(OC)c(OC)c2)cc1
  1%	-1%	i	1%	-5.6	i	-49%	2%	2.7%
